Source: PubChem (several laboratories)
hERG protect – hERG rescue from dofetilide block, primary screen, cell-based, CHO-hERG, FluxOR thallium flux, dofetilide IC70; Voltage-gated inwardly rectifying potassium channel KCNH2 (Homo sapiens), Q12809; dofetilide IC70 present; activation (rescue from dofetilide block), less the hit threshold, % at 10 µM; 0.51% of 310,000 active; AID 1511, 2009;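 active = activation above the mean of controls blocked by dofetilide plus 5 SD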;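 also: thallium influx through hERG after potassium depolarization seen as dye fluorescence rise; in these data hits start at about 4.7%; inactives centre near -7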
RGS4 inh – RGS4 inhibitors, primary screen, cell-based, HEK293 M3R inducible RGS4, calcium flux; Regulator of G-protein signaling 4 (Homo sapiens), P49798; B-score at 10 µM; Fluo-4 calcium flux; hits give high values; triggered by carbachol at its EC20; 0.45% of 310,000 active;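 active = B-score, a plate-corrected calcium signal, over three deviations above library mean, with baseline fluorescence within five deviations of library mean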;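 also: RGS4 expression induced by doxycycline in cells with stable M3 receptor; B-score is computed from the integrated fluorescence ratio over baseline after carbachol; higher B-score means a larger calcium signal and so more RGS4 inhibition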
Target sequence (P49798 whole entry, looked up): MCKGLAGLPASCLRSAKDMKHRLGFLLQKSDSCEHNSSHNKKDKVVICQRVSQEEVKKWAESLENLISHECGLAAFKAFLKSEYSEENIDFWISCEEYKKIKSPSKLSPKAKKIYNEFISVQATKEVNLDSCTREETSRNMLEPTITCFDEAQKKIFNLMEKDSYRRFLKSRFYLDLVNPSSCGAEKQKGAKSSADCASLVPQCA
DYRK1A inh – rat Dyrk1A kinase inhibitors, primary screen, biochemical, single point, plate reader; Dual specificity tyrosine-phosphorylation-regulated kinase 1A (Rattus norvegicus), Q63470; ADP-Glo luminescence, NFATc1 peptide; inhibition, % at 12.5 µM; 0.43% of 310,000 active; AID 504441, 2011; in the data active = inhibition above about 50%;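 also: plate controls were vehicle with enzyme for no effect and no enzyme for full effect; many of its hits are not listed in these tables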
KCNQ1 act – potentiators or activators of KCNQ1 channel, primary screen, cell-based, thallium flux, high-throughput. CHO-K1 KCNQ1, thallium flux FluxOR fluorescence; hits give high values. B-score at 10 µM. Potassium voltage-gated channel subfamily KQT member 1 (Homo sapiens), P51787. 0.35% of 310,000 active;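 active = fluorescence ratio B-score, a plate-corrected score, at least three library SD, with initial intensity B-score within 5 SD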
Target sequence (P51787 whole entry, looked up): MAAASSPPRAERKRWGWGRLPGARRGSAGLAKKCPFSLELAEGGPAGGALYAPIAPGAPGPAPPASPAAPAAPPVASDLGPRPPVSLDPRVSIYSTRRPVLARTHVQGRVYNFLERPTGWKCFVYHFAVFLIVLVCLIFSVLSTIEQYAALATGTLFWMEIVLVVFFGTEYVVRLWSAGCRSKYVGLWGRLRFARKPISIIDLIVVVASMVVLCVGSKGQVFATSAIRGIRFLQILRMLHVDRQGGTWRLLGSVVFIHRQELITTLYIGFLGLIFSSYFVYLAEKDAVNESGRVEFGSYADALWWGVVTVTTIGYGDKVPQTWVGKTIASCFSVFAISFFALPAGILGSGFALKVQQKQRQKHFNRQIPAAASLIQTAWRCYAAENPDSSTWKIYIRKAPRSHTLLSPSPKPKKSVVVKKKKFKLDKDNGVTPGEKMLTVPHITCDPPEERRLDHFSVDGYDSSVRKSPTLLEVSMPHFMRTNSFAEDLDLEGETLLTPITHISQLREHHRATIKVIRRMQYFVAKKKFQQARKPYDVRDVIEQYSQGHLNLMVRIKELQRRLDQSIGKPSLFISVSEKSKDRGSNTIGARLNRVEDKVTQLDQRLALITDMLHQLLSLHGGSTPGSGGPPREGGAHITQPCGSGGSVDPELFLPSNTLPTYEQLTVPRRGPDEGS
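Assay system: stable KCNQ1 CHO-K1 line; medium: assay buffer, equal DMSO in all wells; timing: 90 min dye loading and 20 min compound exposure, both at room temperature; technique: kinetic FluxOR thallium fluorescence, 10-s 1-Hz baseline, 110-s post-stimulus read; read-out basis: B score of baseline-normalized fluorescence ratio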
KCNK9 block – KCNK9 potassium channel inhibitors, primary screen, HEK293 cells, thallium flux | Potassium channel subfamily K member 9 (Homo sapiens), Q9NPC2 | 1.2% of 310,000 active | FluxOR thallium flux fluorescence; hits give low values | B-score at 10 µM;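 active = ratio B-score over 3 SD below the library mean, with starting fluorescence within 5 SD of its mean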;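 also: negative B-score means less thallium flux so channel inhibition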
KCNQ1 inh – inhibitors of human KCNQ1 channel, primary screen, cell-based, thallium flux, high-throughput | CHO-K1 KCNQ1, FluxOR thallium flux fluorescence; hits give high values | B-score at 10 µM | 1.3% of 310,000 active | Potassium voltage-gated channel subfamily KQT member 1 (Homo sapiens), P51787 | AID 2642, 2010;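 active = compounds whose thallium flux B-score, printed positive for inhibition, exceeds three library SD while starting fluorescence stays within three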;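 also: channel opened by potassium depolarization with thallium stimulus after 20 min compound exposure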
GSK3 alpha inh – blockers of GSK3A enzyme activity – biochemical, luminescence, cell-free homogeneous, HTS, primary screen; Glycogen synthase kinase-3 alpha (Homo sapiens), P49840; 0.1% of 320,000 active; GSK-3 alpha kinase, ADP-Glo luminescence, 60 min; inhibition, % at 10 µM; AID 2650, 2010;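 in the data active = inhibition above about 50%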;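 also: GST-tagged GSK-3 alpha with peptide substrate and 25 µM ATP; 0% = DMSO neutral wells and 100% = GW8510 positive control wells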
KCNK3 inh – human KCNK3 channel inhibitors, primary screen, CHO cells, FluxOR thallium flux, B-score | Potassium channel subfamily K member 3 (Homo sapiens), O14649 | FluxOR fluorescence; hits give low values | B-score at 10 µM | 0.84% of 340,000 active | AID 602410, 2012;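 active = B-score under library mean minus 4 SD, starting fluorescence ratio at most library mean plus 5 SD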;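 also: more negative B-score means stronger inhibition of thallium flux through KCNK3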
PolyA inh – polyadenylation inhibitors in yeast reporter cells, primary screen, luminescence, S. cerevisiae. calls only at 12 µM. 0.02% of 300,000 active. AID 1875, 2009. S. cerevisiae SKY197-pL101 polyadenylation reporter, beta-gal luminescence; efflux-impaired pdr1/pdr3 knockout yeast; score 100 = 6 SD above DMSO;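 active = lowest replicate activity score at least 50, where 100 means six control SD above control mean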;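 also: yeast exposed to compound for 9 h at 30 °C; higher score means more reporter readthrough which indicates perturbed polyadenylation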
RGS4 pot – RGS4 potentiators or activators, primary screen, cell-based, HEK293 M3R inducible RGS4, calcium flux; B-score at 10 µM; 0.92% of 310,000 active; AID 463111, 2010; carbachol calcium flux Fluo4; hits give low values;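 active = B-score of the integrated calcium signal more than 4 SD below the library mean, with starting fluorescence not abnormally high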;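 also: negative B-score means reduced calcium response which marks RGS4 activation or potentiation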
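Also added: carbachol at ECmax as muscarinic agonist stimulus; Assay system: HEK293 cells with stable M3R and inducible RGS4; Timing: overnight RGS4 induction, 30 min dye load 37 °C, 20 min compound RT; Measured by: Fluo4-AM (2 µM) calcium-flux fluorescence, kinetic read.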
GSK3B inh – human GSK3beta kinase inhibitors, primary screen, biochemical, cell-free homogeneous, HTS | GST-GSK3beta kinase, ADP-Glo luminescence, 60 min; hits give low values | 0.038% of 300,000 active | activity score (negative = inhibition), % at 10 µM | Glycogen synthase kinase-3 beta (Homo sapiens), P49841;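 active = more than half of replicate wells score below -50%, meaning over 50% inhibition versus plate controls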;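 also: 0% = median DMSO wells and -100% = median GW8510 positive control wells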
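test system = GST-tagged human GSK3beta kinase, cell-free | reagent = 25 µM ATP with peptide substrate | dosing = one dose of 10 µM per compound | schedule = 60 min reaction, RT | detection = luminescent ADP-Glo measurement of ADP formed | control set = DMSO neutral wells and GW8510 at 20 µM as positive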
Starred values were filed as active, the others as inactive.

`COc1ccc(CN(CC(=O)NCc2ccc(F)cc2)C(=O)c2ccco2)cc1` gave hERG protect -2.4, RGS4 inh inactive, DYRK1A inh -2.2, KCNQ1 act inactive, KCNK9 block inactive, KCNQ1 inh inactive, GSK3 alpha inh -2.0, KCNK3 inh inactive, PolyA inh inactive, RGS4 pot inactive and GSK3B inh 0.5.
For O=C(CSc1nc(-c2ccccc2Cl)ns1)Nc1ccc2c(c1)OCO2 the results were hERG protect -6.5, RGS4 inh inactive, DYRK1A inh 1.6, KCNQ1 act inactive, KCNK9 block inactive, KCNQ1 inh inactive, GSK3 alpha inh -1.6, KCNK3 inh inactive, PolyA inh inactive, RGS4 pot inactive and GSK3B inh 0.5.
`CCOc1ccccc1Nc1ncccc1C(=O)O` gave hERG protect -7.8, RGS4 inh inactive, DYRK1A inh 0.8, KCNQ1 act inactive, KCNK9 block inactive, KCNQ1 inh inactive, GSK3 alpha inh -8.5, KCNK3 inh inactive, PolyA inh inactive, RGS4 pot inactive and GSK3B inh 0.0.
Screening Cc1ccc(NS(=O)(=O)c2cc3c(cc2C)NC(=O)CO3)cc1 returned hERG protect -7.8, RGS4 inh inactive, DYRK1A inh -4.5, KCNQ1 act inactive, KCNK9 block inactive, KCNQ1 inh inactive, GSK3 alpha inh -4.4, KCNK3 inh inactive, PolyA inh inactive, RGS4 pot inactive and GSK3B inh 1.5.
Screening CCOC(=O)c1cnc2c(ccc3ccccc32)c1NCCCN(C)C returned hERG protect -9.1, RGS4 inh inactive, DYRK1A inh 27.4, KCNQ1 act inactive, KCNK9 block inactive, KCNQ1 inh inactive, GSK3 alpha inh 2.2, KCNK3 inh inactive, PolyA inh inactive, RGS4 pot inactive and GSK3B inh -2.9.
Screening CCSCc1nnc(SCC(=O)Nc2cccc(C(C)=O)c2)n1C returned hERG protect -15.2, RGS4 inh inactive, DYRK1A inh 0.8, KCNQ1 act inactive, KCNK9 block inactive, KCNQ1 inh inactive, GSK3 alpha inh -2.4, KCNK3 inh inactive, RGS4 pot inactive and GSK3B inh 4.6.
CCOc1ccc(NC(=O)CN(C)C(=O)c2ccc3nc(CC)c(CC)nc3c2)cc1OCC was read as hERG protect -12.2, RGS4 inh inactive, DYRK1A inh -2.1, KCNQ1 act inactive, KCNK9 block inactive, KCNQ1 inh inactive, GSK3 alpha inh -1.5, KCNK3 inh inactive, PolyA inh inactive, RGS4 pot inactive and GSK3B inh 0.6.
For CSc1cccc(NC(=O)c2cnccn2)c1 the results were hERG protect -5.3, RGS4 inh inactive, DYRK1A inh 22.6, KCNQ1 act inactive, KCNK9 block inactive, KCNQ1 inh inactive, GSK3 alpha inh -0.5, KCNK3 inh inactive, PolyA inh inactive, RGS4 pot inactive and GSK3B inh 1.0.
Screening CCCC(=O)N(c1ccc2oc(=O)sc2c1)S(=O)(=O)c1ccccc1 returned hERG protect -4.2, RGS4 inh inactive, DYRK1A inh 1.9, KCNQ1 act inactive, KCNK9 block inactive, KCNQ1 inh inactive, GSK3 alpha inh -2.8, KCNK3 inh inactive, PolyA inh inactive, RGS4 pot inactive and GSK3B inh 0.8.
For CC(OC(=O)CCc1c[nH]c2ccccc12)C(=O)c1ccccc1 (stereo not drawn) the results were hERG protect -13.6, RGS4 inh inactive, KCNQ1 act inactive, KCNK9 block inactive, KCNQ1 inh inactive, GSK3 alpha inh -2.1, KCNK3 inh inactive, PolyA inh inactive, RGS4 pot inactive and GSK3B inh -2.2.
`O=C(CN1CCN(S(=O)(=O)c2ccc(Br)cc2)CC1)N/N=C/c1ccc(Br)s1` gave hERG protect -18.1, RGS4 inh inactive, KCNQ1 act inactive, KCNK9 block inactive, KCNQ1 inh inactive, GSK3 alpha inh -1.5, KCNK3 inh inactive, PolyA inh inactive, RGS4 pot inactive and GSK3B inh 2.2.
Screening CCn1c(=N)n(CCO)c2ccccc21 returned hERG protect -3.6, RGS4 inh inactive, DYRK1A inh -3.6, KCNQ1 act inactive, KCNK9 block inactive, KCNQ1 inh inactive, GSK3 alpha inh 2.1, KCNK3 inh inactive, PolyA inh inactive, RGS4 pot inactive and GSK3B inh 2.1.
Screening Cc1cc(C)n(S(=O)(=O)c2ccccc2)n1 returned hERG protect -18.0, RGS4 inh inactive, DYRK1A inh -5.1, KCNQ1 act inactive, KCNK9 block inactive, KCNQ1 inh inactive, GSK3 alpha inh -0.5, KCNK3 inh inactive, PolyA inh inactive, RGS4 pot inactive and GSK3B inh -0.3.
`COc1ccccc1C(CNC(=O)c1ccc(-c2ccccc2Cl)o1)N1CCCC1` (stereo not drawn) gave hERG protect -19.8, RGS4 inh inactive, DYRK1A inh 28.2, KCNQ1 act inactive, KCNK9 block inactive, KCNQ1 inh inactive, GSK3 alpha inh -3.4, KCNK3 inh inactive, PolyA inh inactive, RGS4 pot -7.06* and GSK3B inh -1.1.
O=C(NC(=S)Nc1ccccc1F)c1ccc(Br)o1 was read as hERG protect 31.6*, RGS4 inh inactive, DYRK1A inh 3.5, KCNQ1 act 77*, KCNK9 block inactive, KCNQ1 inh inactive, GSK3 alpha inh -1.7, KCNK3 inh inactive, PolyA inh inactive, RGS4 pot inactive and GSK3B inh 0.2.
For Cc1cccc(C)c1OCCCCCNCCO the results were hERG protect -2.8, RGS4 inh inactive, DYRK1A inh -0.8, KCNQ1 act inactive, KCNK9 block inactive, KCNQ1 inh inactive, GSK3 alpha inh -2.1, KCNK3 inh inactive, PolyA inh inactive, RGS4 pot inactive and GSK3B inh -1.3.
For CC(C)CCNC(=O)CC1Nc2c3ccccc3nc(=S)n2C1=O (stereo not drawn) the results were hERG protect -16.1, RGS4 inh inactive, DYRK1A inh 4.9, KCNQ1 act inactive, KCNK9 block inactive, KCNQ1 inh inactive, GSK3 alpha inh -1.1, KCNK3 inh inactive, PolyA inh inactive, RGS4 pot inactive and GSK3B inh 0.7.
Cc1c(C(=O)OCC(=O)NCc2ccc3c(c2)OCO3)cccc1[N+](=O)[O-] was read as hERG protect -5.2, RGS4 inh inactive, DYRK1A inh -4.6, KCNQ1 act inactive, KCNK9 block inactive, KCNQ1 inh inactive, GSK3 alpha inh -1.9, KCNK3 inh inactive, PolyA inh inactive, RGS4 pot inactive and GSK3B inh -0.7.
Screening COc1ccc(C2C(Oc3ccccc3C)C(=O)N2Cc2ccc(F)cc2)cc1OC (stereo not drawn) returned hERG protect -12.2, RGS4 inh inactive, DYRK1A inh -1.3, KCNQ1 act inactive, KCNK9 block inactive, KCNQ1 inh inactive, GSK3 alpha inh -2.7, KCNK3 inh inactive, PolyA inh inactive, RGS4 pot inactive and GSK3B inh 3.1.
For C/C(N)=C(/C#N)C(=O)CSc1ccc2c(c1)OCCO2 the results were hERG protect -1.8, RGS4 inh inactive, DYRK1A inh 7.6, KCNQ1 act inactive, KCNK9 block inactive, KCNQ1 inh inactive, GSK3 alpha inh -0.7, KCNK3 inh inactive, PolyA inh inactive, RGS4 pot inactive and GSK3B inh 0.4.
For O=S1(=O)[C@H]2C[C@@H]3C=C[C@@]2(CN1Cc1ccc(Cl)cc1)O3 the results were hERG protect -3.1, RGS4 inh inactive, DYRK1A inh 6.9, KCNQ1 act inactive, KCNK9 block inactive, KCNQ1 inh inactive, GSK3 alpha inh 1.5, KCNK3 inh inactive, PolyA inh inactive, RGS4 pot inactive and GSK3B inh 2.3.
For O=C(NCc1ccc2c(c1)OCO2)C1CCCN(S(=O)(=O)c2cccnc2)C1 (stereo not drawn) the results were hERG protect -7.2, RGS4 inh inactive, DYRK1A inh 3.0, KCNQ1 act inactive, KCNK9 block inactive, KCNQ1 inh inactive, GSK3 alpha inh -0.9, KCNK3 inh inactive, PolyA inh inactive, RGS4 pot inactive and GSK3B inh 1.9.
For Cc1ccc(C(=O)N/C(=C\c2cccs2)C(=O)N2CCCCCC2)cc1 the results were hERG protect -11.2, RGS4 inh inactive, DYRK1A inh 17.4, KCNQ1 act inactive, KCNK9 block inactive, KCNQ1 inh inactive, GSK3 alpha inh -0.8, KCNK3 inh inactive, PolyA inh inactive, RGS4 pot inactive and GSK3B inh 2.6.
`O=C(CSc1ccc(Br)cc1)N1CCN(C(=O)c2ccco2)CC1` gave hERG protect -4.9, RGS4 inh inactive, DYRK1A inh 3.6, KCNQ1 act inactive, KCNK9 block inactive, KCNQ1 inh inactive, GSK3 alpha inh 4.2, KCNK3 inh inactive, PolyA inh inactive, RGS4 pot inactive and GSK3B inh -0.7.
Screening Cc1ccc(NC(=O)COC(=O)Cc2ccsc2)c(C)c1 returned hERG protect -0.8, RGS4 inh inactive, DYRK1A inh -1.3, KCNQ1 act inactive, KCNK9 block inactive, KCNQ1 inh inactive, GSK3 alpha inh 0.6, KCNK3 inh inactive, PolyA inh inactive, RGS4 pot inactive and GSK3B inh -0.9.
Screening Fc1ccc(NC(=S)N2CCCCC2)cc1 returned hERG protect -7.8, RGS4 inh inactive, DYRK1A inh -2.0, KCNQ1 act inactive, KCNK9 block inactive, KCNQ1 inh inactive, GSK3 alpha inh -2.7, KCNK3 inh inactive, PolyA inh inactive, RGS4 pot inactive and GSK3B inh -0.4.
For Cc1ccc(N2CCN(/N=C/c3cccs3)CC2)cc1 the results were hERG protect -5.8, RGS4 inh inactive, DYRK1A inh 7.0, KCNQ1 act inactive, KCNK9 block inactive, KCNQ1 inh inactive, GSK3 alpha inh -0.4, KCNK3 inh inactive, PolyA inh inactive, RGS4 pot inactive and GSK3B inh 1.0.
O=C(Nc1cccc(O)c1)c1ccc([N+](=O)[O-])cc1Cl was read as hERG protect -2.7, RGS4 inh inactive, DYRK1A inh 32.4, KCNQ1 act inactive, KCNK9 block inactive, KCNQ1 inh inactive, GSK3 alpha inh 0.2, KCNK3 inh inactive, PolyA inh inactive, RGS4 pot inactive and GSK3B inh -1.8.

Only part of the results is shown (hit frequency here may not be typical).
